IkB sig inh: IkB Signaling; ABC-DLBCL IkBa-CBG/CBR dual luciferase ratio, 4 h; response scale: scaled: untreated 0%, proteasome inhibitor 100%; Potency, µM (top dose mostly 57.1 µM), inactives show at the highest dose IkBa stabilization activation; AID 445, 2006; hit rate 0.04% among 110,000; active means well fitted curve in the direction sought with a large enough effect in the signal ratio, not every such curve was filed as active; inconclusive means small, poorly fitted or top-dose-only effect, or a change in a side signal; the % refers to the signal ratio;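 further: the direction sought is a rising ratio; 0% = basal untreated cells and 100% = reference inhibitor full response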
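In this assay, an IκBα–CBG68 fusion accumulates when IKK-driven degradation is blocked; native CBR normalizes for cell number. OCI-Ly3 cells were treated 4 h with compound and doxycycline, then green and red light read after Chroma-Glo addition.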
p53ts 39C tox: qHTS Screen for Compounds that Selectively Target Cancer Cells with p53 Mutations: Cytotoxicity of p53ts Cells at the Nonpermissive Temperature | hit rate 1.5% among 130,000 | AID 902, 2007 | H1299-p53A138V viability at 39C, ATP luminescence, 24 h | Potency, µM (series often up to 46.1 µM), for the others: at the highest dose activity change, negative = cell killing, hits mostly cytotoxic; further: nearly all actives have a fitted effect of over 55% in size
p53ts 32C kill: qHTS Screen for Compounds that Selectively Target Cancer Cells with p53 Mutations: Cytotoxicity of p53ts Cells at the Permissive Temperature; H1299-p53A138V at 32C, ATP luminescence viability, 24 h; hit rate 0.93% among 130,000; Potency, µM (highest dose often 46.1 µM), for the others: at the top dose activity change, negative = cytotoxicity, hits mostly cytotoxic;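 further: 0% = DMSO and -100% = full killing by reference compound; nearly all actives have a fitted effect of over 55% in size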
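ATP-content luminescence (ATPlite) read-out after 24 h compound exposure at 32C in H1299-p53A138V cells (600/well). Tested up to 46 uM. Normalized to DMSO (0%) and 100 uM tamoxifen (100% killing); Hill-fit AC50.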
Imprint erasure: qHTS Assay for Compounds that Induce Erasure of Genomic Imprints; mouse ES Peg3-LacZ reporter, beta-gal luminescence, 40 h; Potency, µM (highest dose often 60.7 µM), without a hit: at the top dose activity change, positive = activation, most hits filed as activators; hit rate 0.02% among 110,000;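 further: 0% = negative control wells on the plate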
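Each well holds 300 Peg3LacZ-Neo (maternal) female ES cells incubated 40 h at 37C, 5% CO2. LacZ is measured by BetaGlo luminescence, with AC50 and maximum efficacy derived from dose-response curves.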
Starred values were filed as active, the others as inactive; ? = inconclusive; / = not tested or not shown; [ ] = another dose, or the depositor's remark. Unless noted, the call rests on the fitted dose curve; in most records, active means well fitted curve in the direction sought with a large enough effect; inconclusive means small, poorly fitted or top-dose-only effect, or another doubt; inactive means no such curve, though single readings can be large; an effect the other way counts as inactive or inconclusive. Unless noted, on the % scale 0 is the no-effect control and ±100 the full control effect; potency means the concentration at half of the fitted maximal effect. Not a hit list (roughly 1.7% active in at least one column).

SMILES | IkB sig inh | p53ts 39C tox | p53ts 32C kill | Imprint erasure
O=c1c2cc3c(cc2n(Cc2cccc(F)c2)c(=O)n1Cc1nc(-c2ccccc2)no1)OCO3 | 1.5% | -10.5% | 8.0% | 5.2%[10.9 µM]
COC(=O)C1=C(C)NC2=C(C(=O)c3ccccc32)C1c1ccc(-c2ccc(C(=O)O)cc2)o1 (stereo unspecified) | ? | -1.6% | 1.2% | -16.6%
CCc1nccn1S(=O)(=O)c1cc(Br)ccc1Br | -0.8% | 25.6% | -6.2% | -10.3%[10.9 µM]
COCc1cc(C)nc2c1C(=O)NC(c1ccc(C)cc1)N2Cc1ccccc1 (stereo unspecified) | 0.0% | 13.8% | 2.0% | 10.3%[10.9 µM]
CCCN(CCC)CCNC(=O)C1CCCN(S(=O)(=O)c2ccc3c(c2)oc(=O)n3C)C1 (stereo unspecified) | 1.0% | -4.7% | -20.4% | -9.6%
O=C(c1ccco1)N1CCC2(CC1)CCN(C(c1ccccc1)c1ccccc1)CC2 | 6.8%[11.4 µM] | ? | 1.0% | /
CCc1c(O)cc2n(c1=O)-c1ccc(Cl)cc1C2(C)C | / | 9.8% | -1.6% | /
O=C(NCc1ccncc1)c1cccc(Cn2cc(Br)cn2)c1 | 0.4% | -1.7% | 6.9% | -16.4%
CCOC(=O)N1CC=C2C(C#N)=C(N)C(C#N)(C#N)[C@H](c3cccs3)C2C1 (stereo partly specified) | / | 11.6% | 15.5% | /
COc1ccccc1CNC(=O)c1oc2c(c1C)-c1nn(Cc3ccc(Cl)cc3)cc1CC2 | ? | -11.8% | 15.8% | -13.8%[10.9 µM]
CCc1ccccc1NC(=O)Cn1nnc(-c2nc(-c3ccncc3)no2)c1N | -1.1% | 6.4% | 3.9% | 10.4%[10.9 µM]
CC(C)(C)c1ccc(-c2noc(CCC(=O)Nc3cccc(Cl)c3)n2)cc1 | ? | -20.9% | -18.6% | 7.3%[10.9 µM]
COc1ccc(C(=O)COC(=O)CSCc2c(C)noc2C)cc1OC | 0.2% | -8.8% | 3.6% | -5.1%
CCCCN=C(NNc1ccc(Br)cc1)C(=O)OCC | / | -4.1% | 13.3% | /
CCN(CCCNC(=O)Cn1ncc2c([nH]c3ccc(C)cc32)c1=O)Cc1ccccc1 | -3.3% | -10.9% | -2.9% | -7.7%[10.9 µM]

Shown as labelled records: part of the list above.
molecule: O=C(NCc1ccncc1)c1cccc(Cn2cc(Br)cn2)c1
- IkB sig inh: 0.4%
- p53ts 39C tox: -1.7%
- p53ts 32C kill: 6.9%
- Imprint erasure: -16.4%

molecule: CCOC(=O)N1CC=C2C(C#N)=C(N)C(C#N)(C#N)[C@H](c3cccs3)C2C1 (stereo partly specified)
- IkB sig inh: /
- p53ts 39C tox: 11.6%
- p53ts 32C kill: 15.5%
- Imprint erasure: /

molecule: COc1ccccc1CNC(=O)c1oc2c(c1C)-c1nn(Cc3ccc(Cl)cc3)cc1CC2
- IkB sig inh: ?
- p53ts 39C tox: -11.8%
- p53ts 32C kill: 15.8%
- Imprint erasure: -13.8%[10.9 µM]

molecule: CCc1ccccc1NC(=O)Cn1nnc(-c2nc(-c3ccncc3)no2)c1N
- IkB sig inh: -1.1%
- p53ts 39C tox: 6.4%
- p53ts 32C kill: 3.9%
- Imprint erasure: 10.4%[10.9 µM]

New compounds follow.
SMILES | IkB sig inh | p53ts 39C tox | p53ts 32C kill | Imprint erasure
C=CCN(CC=C)c1nc2ccccc2nc1C(C#N)C(=O)OC(C)C (stereo unspecified) | / | -8.4% | 10.1% | /
O=C(c1ccc(N2CCCC2=O)cc1)N1CCN(c2ccccc2)CC1 | -0.3% | -16.3% | -1.1% | -15.8%
Cc1cccc(OCc2n[nH]c(=S)o2)c1 | 0.8% | -4.8% | 1.6% | -4.6%
CCc1ccccc1NC(=O)CSc1nc2ncccc2o1 | 0.3% | 22.9% | 9.3% | 5.0%[10.9 µM]
Fc1ccc(CSc2nnc(-c3cccs3)o2)cc1 | 0.2% | 7.1% | 1.7% | -6.6%
CCOc1cc(C(=O)NCc2ccc3c(c2)CCN3C(=O)c2ccc(F)cc2)cc(OCC)c1OCC | -3.2% | 33.8%[activator] | 19.9% | -6.8%[10.9 µM]
Cc1ccc(CNC(=O)C(=O)NCC(c2cccs2)S(=O)(=O)c2cccs2)cc1 (stereo unspecified) | ? | -5.6% | -14.5% | -7.2%[10.9 µM]
CCCCn1c(=O)[nH]c(=O)c2c1nc(COC(=O)c1c(C)noc1C)n2CCC | 0.6% | 9.6% | -1.1% | 6.0%
CCCN(CCC)CCNC(=O)CN1C(=O)COc2ccc(S(=O)(=O)N3CCC(C)CC3)cc21 | 2.2% | -3.0% | -0.5% | -17.2%[10.9 µM]
CCC(C)(C)NC(=O)C(c1ccc(OC)cc1)N(Cc1cccs1)C(=O)CCC(=O)Nc1cc(C)on1 (stereo unspecified) | / | 1.0% | -19.1% | /
CCC(=O)Nc1nonc1-c1nc2ccccc2n1N(C(=O)CC)C(=O)CC | -1.1% | -2.2% | -12.8% | -1.1%
O=C(c1ccc(F)cc1)N1CCN(Cc2ccccc2Br)CC1 | -1.0% | 9.9% | 4.4% | 13.6%
O=C(NCCN1CCCC1)C1(S(=O)(=O)c2ccc(Cl)cc2)CC1 | 1.0% | 6.0% | 3.7% | -13.2%
CC1=C(C(=O)N2CCN(c3ccccc3)CC2)C2(CCCCC2)OC1=O | 2.4% | 7.1% | 7.3% | -4.8%[10.9 µM]
COC(=O)c1ccc2c(c1)NC(=O)C(N1CCCC1)S2 (stereo unspecified) | -2.2% | -7.6% | 4.2% | -7.6%
COC(=O)N1CCC[C@@]2(CCN(C(=O)NC(C)C)C2)C1 | 0.5%[11.4 µM] | -2.1% | -0.3% | /
CCOc1ccc(CCNC(=O)CCCn2c(=O)c3cccn3c3ccccc32)cc1 | ? | 1.5% | 1.4% | ?
COc1ccc(OC)c(NC(=O)c2ccc3c(SCC(=O)O)c4c(nc3c2)CCCC4)c1 | ? | -13.7% | 1.7% | 7.0%[10.9 µM]
O=C(Oc1ccnc2cc(Cl)ccc12)N1CCOCC1 | 6.8% | 2.2% | 12.8% | -7.3%
Cc1ccc2c(COn3nnc4ccc(S(=O)(=O)N(C)C)cc43)cc(=O)oc2c1C | ? | 8.8% | -9.9% | -17.7%
CCOc1ccc(-c2nc(C#N)c(NCCCOC)o2)cc1 | -2.0% | 4.9% | -14.7% | -21.5%[10.9 µM]
O=C(CCn1c(=O)c2ccccc2n(CC(=O)Nc2cccc(F)c2)c1=O)NCCc1ccccc1 | 8.5% | 15.0% | 10.8% | 1.7%[10.9 µM]
CCn1c(NCc2ccc(N(C)C)cc2)nc2ccccc21 | -0.8% | -12.4% | -18.5% | -18.6%
CCOc1c(Cl)cc(C(=O)NCCN2CCCCC2)cc1Cl | -0.6% | -6.1% | -1.1% | -11.6%
COc1ccc2c(C)cc(=O)oc2c1C | -4.3% | -0.1% | -2.2% | -9.6%
COc1ccc(CC(=O)NC2CCN(CC(=O)N3CCCc4ccccc43)CC2)cc1OC | 0.3% | -6.2% | -6.1% | /
COc1ccccc1CN1C(=O)CN(C2CCCCCC2)C(=O)C1c1ccc(C)cc1 (stereo unspecified) | ? | -27.0% | 2.0% | -8.5%[10.9 µM]
Cc1ccc(-c2noc(C3CCCN(C(=O)c4ccc(F)cc4F)C3)n2)cc1 (stereo unspecified) | ? | -13.7% | 13.3% | -18.0%
Cc1c(S(=O)(=O)Nc2cc(Cl)ccc2Cl)c(=O)n(C)c(=O)n1C | -4.3% | 1.9% | ? | -1.7%
Cc1cc(-n2c(SCc3ccccc3F)nc3[nH]ncc3c2=O)ccc1Cl | ? | 15.8µM* | 11.5% | -10.5%[10.9 µM]

Limited to p53ts 39C tox, for 6 of the compounds above:
Compound	p53ts 39C tox
COc1ccc(C(=O)COC(=O)CSCc2c(C)noc2C)cc1OC	-8.8%
CCCCN=C(NNc1ccc(Br)cc1)C(=O)OCC	-4.1%
CCN(CCCNC(=O)Cn1ncc2c([nH]c3ccc(C)cc32)c1=O)Cc1ccccc1	-10.9%
C=CCN(CC=C)c1nc2ccccc2nc1C(C#N)C(=O)OC(C)C (stereo unspecified)	-8.4%
O=C(c1ccc(N2CCCC2=O)cc1)N1CCN(c2ccccc2)CC1	-16.3%
Cc1cccc(OCc2n[nH]c(=S)o2)c1	-4.8%

Next part.
SMILES | IkB sig inh | p53ts 39C tox | p53ts 32C kill | Imprint erasure
Cc1c(C(=O)Nc2ccc(F)cc2)sc2nc[nH]c(=O)c12 | 0.9% | -8.8% | -3.4% | -4.1%[10.9 µM]
CCOC(=O)Cc1ccc(NC(=O)NCc2cccn2Cc2ccccc2)cc1 | -1.5% | 2.1% | -8.4% | -7.3%[10.9 µM]
CCCCNC(=O)CC(NS(=O)(=O)c1ccc(C)cc1)c1ccco1 (stereo unspecified) | 2.4% | 9.4% | 6.9% | -12.8%
Cc1ccc(CNCc2ccccc2)s1 | -0.5% | 7.5% | -13.7% | 28.9%[10.9 µM]
COC(=O)c1ccc(-c2ccc(C(=O)N3CCCN(C)CC3)cc2)cc1 | 0.0% | -3.6% | 1.1% | -10.1%
O=C(Cn1cccc1C(=O)c1ccccc1)NCc1cccnc1 | -0.5% | -11.8% | 15.8% | -5.6%
Cc1c(NC(=O)Cc2ccccc2)cccc1C(=O)NN1C(=O)c2ccccc2C1=O | / | 23.5% | -7.7% | /
Cc1cc(NS(=O)(=O)c2ccc(Cl)cc2)nn1CC(=O)NCc1ccco1 | 2.2% | 4.4% | 0.3% | -10.6%
COc1ccc(C2=C(C)C(N3CCC(C(=O)NCc4ccco4)CC3)=NS2(=O)=O)cc1 | 0.2% | -23.6% | 0.9% | -11.1%[10.9 µM]
CCOCCc1nnc(NC(=O)c2cc(OC)c(OC)c(OC)c2)s1 | 3.0% | 3.6% | 7.3% | -2.2%
CC(=O)NCC(=O)N(C)C(C(=O)Nc1ccc2c(c1)OCCO2)c1ccccc1 (stereo unspecified) | / | -3.2% | 7.3% | /
COc1cc(C2Nc3cc(Cl)c(S(N)(=O)=O)cc3S(=O)(=O)N2)cc(OC)c1OC (stereo unspecified) | 0.7% | 9.7% | 4.3% | 4.2%
CC(=O)OC1CCC2(C)C3CC(=O)C4(C)C(CC5OC6(CCC(C)CO6)C(C)C54)C3CC[C@H]2C1 (stereo partly specified) | / | 7.1% | -3.2% | -2.5%
CCCc1nn2c(=O)cc(COC(=O)c3cccc(NC(=O)CCc4ccccc4)c3)nc2s1 | ? | -3.2% | -13.3% | -3.6%[10.9 µM]
C=C(C)CN1C(=O)C(O)(CC(=O)c2ccc3c(c2)OCCO3)c2ccccc21 (stereo unspecified) | 4.1% | 10.3% | 2.3% | -16.4%
CC1CCCC(C)N1C(=O)Cn1c(=O)sc2ccccc21 (stereo unspecified) | 2.5% | -3.8% | -0.9% | -19.2%
COc1ccccc1CNC(=O)CCn1c(=O)c2ccccc2n(CC(=O)Nc2ccc(Br)cc2F)c1=O | ? | ? | 9.7% | 13.4%[10.9 µM]
CCn1c(SC)nnc1-c1sc2cc(Cl)ccc2c1Cl | ? | -5.9% | -10.3% | -16.5%
C[C@@]12CCC(O)C[C@H]1CCc1ccccc12 (stereo partly specified) | / | -4.1% | 0.3% | -10.5%
CC(C)(C)OC(=O)N1CCC(c2c(C(=O)N3CCN(C(=O)c4ccco4)CC3)cnn2-c2cccc(Cl)c2)CC1 | 2.1% | -14.9% | 0.6% | 15.2%[10.9 µM]
C[N+]12CCC(CC1)C(OC(=O)C(O)(c1ccccc1)c1ccccc1)C2 (stereo unspecified) | / | -11.3% | -4.4% | -6.5%
Cc1cc(C)c(Cn2c(C(O)c3ccccc3)nc3ccccc32)c(C)c1 (stereo unspecified) | ? | 3.16µM* | -15.6% | 24.6%[10.9 µM]
O=C(CSc1nc2ccc([N+](=O)[O-])cc2s1)c1ccc2ccccc2c1 | 2.7%[11.4 µM] | 0.6%[9.22 µM] | 13.8%[9.22 µM] | -8.1%[10.9 µM]
Cc1ccc(OCc2ccc(-c3nc(C#N)c(N4CCC(C)CC4)o3)o2)cc1 | -1.2% | 11.3% | -9.6% | -8.0%[10.9 µM]
CCN(CC)c1nc2c(S(=O)(=O)c3ccc(C)cc3)nnn2c2ccsc12 | -2.4% | -8.8% | 5.7% | -7.2%[10.9 µM]
